# N370S GC = N370S glucocerebrosidase modulation, Gaucher chaperone candidate; P04062; Potency, µM (doses to about 59.4 µM), for the others: at the highest dose activity change, negative = inhibition, most hits filed as inhibitors; N370S GC spleen homogenate, 4MU-glucoside fluorescence; 330,000 tested, 0.092% active;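 note: 0% = full enzyme activity and -100% = no enzyme basal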
# DT40 TDP1 CPT = growth inhibition of DT40 Tdp1-/-;hTDP1 cells with camptothecin (screen for TDP1 inhibitors) | chicken DT40 Tdp1-/-;hTDP1 cells + 20 nM CPT, ATP luminescence, 48 h | 420,000 tested, 12% active | Potency, µM (series often up to 46.2 µM), without a hit: at the highest dose activity change, negative = growth inhibition, actives largely listed as inhibitors; note: nearly all actives have a fitted effect of over 55% in size
#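 Chicken DT40 Tdp1-/- cells stably complemented with human TDP1 were seeded at 400 cells/well in medium containing 20 nM camptothecin, exposed to pin-transferred compounds, and grown at 37 °C for at least 48 hr. Viability was read as ATP luminescence.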
# FEN1 inhibitor = blocks human flap endonuclease 1; P39748; Recombinant FEN1 flap cleavage, fluorescence, 15 min; AID 588795; Potency, µM (highest dose often 114 µM), for the others: at the top dose activity change, negative = inhibition, actives largely listed as inhibitors; 390,000 tested, 0.35% active; note: nearly all actives have a fitted effect of over 65% in size
# Target sequence (P39748 whole entry, looked up): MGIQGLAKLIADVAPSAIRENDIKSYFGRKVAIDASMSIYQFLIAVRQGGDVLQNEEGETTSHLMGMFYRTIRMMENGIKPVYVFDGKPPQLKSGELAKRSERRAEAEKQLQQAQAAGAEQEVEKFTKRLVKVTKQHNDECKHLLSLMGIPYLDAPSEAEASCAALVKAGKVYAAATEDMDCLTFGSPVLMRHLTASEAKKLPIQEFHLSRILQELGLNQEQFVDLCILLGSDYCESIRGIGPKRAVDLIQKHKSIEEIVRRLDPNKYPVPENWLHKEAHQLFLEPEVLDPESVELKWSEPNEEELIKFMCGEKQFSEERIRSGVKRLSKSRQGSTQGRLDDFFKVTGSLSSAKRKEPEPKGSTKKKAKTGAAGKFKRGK
#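 Quantitative HTS format: each compound was titrated, incubated with 10 nM nuclease for 15 min at room temperature, then challenged with flap substrate at 50 nM final. Signal change over 15 min gave concentration–effect curves.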
# The depositor's hits bear a star; ? = inconclusive; . = not tested or not shown; & = joins results of further samples; [ ] = another dose, or the depositor's remark. Calls come from the whole dose curve; as a rule, active = well fitted curve in the direction sought with a large enough effect; inconclusive = small, poorly fitted or top-dose-only effect, or another doubt; inactive = no such curve, though single readings can be large; an effect the other way counts as inactive or inconclusive. Unless noted, % is set by controls: 0 for no effect and ±100 for the full control effect; potency is the fitted concentration of half-maximal effect. Only part of the results is shown; count on the stated rates, not on these rows.
# Each structure is followed by: N370S GC	DT40 TDP1 CPT	FEN1 inhibitor
Cc1nn2c(=O)cc(COC(=O)c3cccc(NC(=O)COc4ccccc4C)c3)nc2s1
    .	18µM*	-10%
N#Cc1nc(Cc2ccccc2)oc1NCCCn1ccnc1
    2%	-10%	7%
CC1(C)CC(=O)C(CC(=O)NC2CCCc3ccccc32)C(=O)C1 (stereo unspecified)
    15%	4%	6%
O=C(O)c1ccccc1-c1ccccc1C(=O)Nc1ccc2c(c1)C(=O)c1ccccc1-2
    .	?	-12%
Cc1ccc(C2=NOC(C)(c3nnc(-c4ccc(F)cc4)o3)C2)cc1 (stereo unspecified)
    8%	4%	-16%
CC1Cc2ccccc2N1C(=O)CSc1nnnn1-c1ccc2c(c1)OCCO2 (stereo unspecified)
    19%	?	-18%
O=Cc1ccc(I)cc1
    .	1.6µM*	-9%
N#Cc1ccc(/C=N/NC(=O)c2cccc(S(=O)(=O)N3CCOCC3)c2)cc1
    -3%	18%	9%
CCCCN(C(=O)CSc1nncn1-c1ccccc1)c1c(N)n(Cc2ccccc2)c(=O)[nH]c1=O
    -8%	3%	5%
CC1=C(C(=O)Nc2ccccc2)C(c2ccncc2)n2nc(SCc3ccccc3Cl)nc2N1 (stereo unspecified)
    .	-3%	12%
CC(=O)n1cc(N(C(=O)CCl)c2ccc([N+](=O)[O-])cc2)c2ccccc21
    ?	2.3µM*	-1%
O=C(NCC1CCCO1)c1sc2cc(Cl)ccc2c1Cl (stereo unspecified)
    8%	24%	-3%
CCCCN(CC)C(=O)CCCn1c(=O)c2cccn2c2ccccc21
    .	?	-1%
O=C(COc1ccc(Br)cc1)N(Cc1ccco1)C1CCS(=O)(=O)C1 (stereo unspecified)
    -18%	-18%	-1%
CCCCOc1ccc(C(=O)NCC(=O)NCC(c2ccc(OC)cc2)N2CCOCC2)cc1 (stereo unspecified)
    .	?	-5%
CCOC(=O)c1ccc(NC(=O)C2C3CCC(C3)C2C(=O)O)cc1 (stereo unspecified)
    1%	-11%	8%
O=C1CN(C(=O)c2cc([N+](=O)[O-])ccc2Cl)C(c2ccc(F)cc2)c2cc(F)ccc2N1 (stereo unspecified)
    -29%	?	8%
CCO[C@H]1OC(C(=O)NCc2ccccc2)=C[C@@H](c2cn(C(C)=O)c3ccccc23)[C@@H]1CCCO
    1%	?	9%
CC(C)CCNC(=O)C1CCCN(S(=O)(=O)c2ccc(-n3cnnn3)cc2)C1 (stereo unspecified)
    -6%	?	4%
S=C(Nc1ccc2nc(-c3ccccn3)c(-c3ccccn3)nc2c1)N1CCOCC1
    -4%	25%	-5%
c1csc(-c2nc3ccccn3c2Nc2ccc3c(c2)OCCO3)c1
    .	?	-3%
COCCOC(=O)c1[nH]c2c(c1C)C(=O)C(C(=O)OC)C(C)C2 (stereo unspecified)
    -1%	5%	-16%
CCc1nc(N2CCCCC2)c2oc3ccccc3c2n1
    22%	?	-3%
COc1ccc(CCNC(=O)Cc2ccccc2)cc1OC
    -3%	1%	2%
Clc1ccc(OCc2nc(-c3ccccn3)n[nH]2)cc1
    7%	?	-2%
Cc1cccc(C)c1NC(=O)CN(C)C(=O)CSC(=S)N1CCCC1
    -1%	-3%	7%
COc1ccc(CCn2nnnc2C(c2ccccc2)N2CCN(C)CC2)cc1OC (stereo unspecified)
    1%	-12%	1%
CCCCOc1ccc(C2(C(=O)O)CCCC2)cc1
    7%	-22%	-1%
c1ccc(SCc2nc(-c3ccncc3)no2)cc1
    -7%	-17%	-8%
O=C(c1ccc(F)cc1F)C1CCN(c2ccc([N+](=O)[O-])cn2)CC1
    -7%	?	1%
CN(C)c1cc(C(F)(F)F)nc(-c2ccccn2)n1
    7%	-16%	-2%
COc1ccc(CN(C)C(=O)C23CC4CC(CC(C4)C2)C3)c(OC)c1
    -3%	-27%	-5%
CNS(=O)(=O)c1ccc2nc(NC(=O)c3ccc(N4C(=O)CCC4=O)cc3)sc2c1
    5%	?	?
COc1ccc(Nc2nc(N)nc(COc3ccc(OC)cc3)n2)cc1
    4%	-20%	-3%
CCn1cc(C(=O)N2CCN(c3ccccc3OC)CC2)c2cc(OC)c(OC)cc2c1=O
    -1%	?	-16%&19%
C[n+]1cccc(CNC(=O)/C=N/O)c1
    10%	-2%	7%
Cc1ccc(/C=N/NC(=O)CNC(=O)c2ccc(S(=O)(=O)N3CCCC3)cc2)o1
    8%	-17%	-8%
COc1ccccc1NC(=O)N1CCC(C(=O)c2ccc(F)cc2)CC1
    -1%	10%	-1%
CCOc1ccc(C(C)NC(=S)NC2CCCCC2)cc1 (stereo unspecified)
    23%	?	7%
COc1ccc(OC(C)C(=O)N(C)Cc2nc(-c3ccc(C)cc3)no2)cc1 (stereo unspecified)
    0%	?	0%
Cc1ccc(C)n1-c1sc2c(c1C(=O)O)CCCC2
    21%	?	2%
CN1C(=O)OC(C)(C)C1=O
    1%[21.6 µM]	1%[21.1 µM]	.
COc1cccc(OC)c1C(=O)NN1CCCCC1
    7%	-19%	8%
O=[N+]([O-])c1ccc(Nc2ccc(F)cc2)cc1
    1%	?	-1%
COc1ccc(-c2csc(NC(C)=O)n2)cc1OC
    -17%	-30%	12%
Cc1cccc(C(=O)N/C(=C\c2ccco2)C(=O)N2CCCCCC2)c1
    -3%	-16%	-3%
Cc1nnc(SCC(=O)Nc2ccc3c4c(cccc24)CC3)n1C
    5%	0%	-6%
Cc1ccc(C)c(N2CCN(S(=O)(=O)c3cc(Br)cc4c3N(C(=O)C3CC3)CC4)CC2)c1
    .	3%	15%
CN(CCOc1ccc(Cl)cc1)C(=O)c1cccc(S(=O)(=O)N2CCN(c3ccccc3)CC2)c1
    .	15µM*	-14%
CCOC(=O)c1csc(N/N=C2\CCc3ccccc32)n1
    -2%	?	9%

# Next compounds follow:
# Each structure is followed by: N370S GC	DT40 TDP1 CPT	FEN1 inhibitor
COc1cc2c(cc1OC)C1=NC(=O)CN1C(SCc1ccccc1)=N2
    2%	18µM*	-17%
COc1ccc(C2(C(=O)Nc3c(C)n(C)n(-c4ccccc4)c3=O)CCCC2)cc1OC
    6%	-6%	1%
Cc1ccc(/C=N/NC(=O)c2cccc3ccccc23)o1
    1%	13µM*	0%
Cc1cc(Br)ccc1SCC(=O)OCC(=O)c1c(N)n(C)c(=O)n(C)c1=O
    0%	-21%	-33%
Cc1cc(C(=O)N2CCN(Cc3ccc4c(c3)OCO4)CC2)cs1
    -2%	-8%	-10%
COc1cc2c(cc1OC)C(C(=O)Nc1ccccc1N1CCN(C)CC1)C1c3ccccc3CCN1C2=O (stereo unspecified)
    -25%	?	0%
CC1(c2ccccc2)NC(=O)N(NC(=O)CSc2n[nH]c(N)n2)C1=O (stereo unspecified)
    -7%	-2%	0%
O=C(O)/C=C/c1ccc(OCCCF)cc1
    8%	-3%	-4%
CC(OC(=O)c1ccc2c(=O)n3c(nc2c1)CCCCC3)C(=O)Nc1ncc(Cl)cc1Cl (stereo unspecified)
    0%	-17%	11%
Cc1n[nH]c(C)c1C(=O)CC1(O)C(=O)N(CCc2ccccc2)c2ccc(Cl)cc21 (stereo unspecified)
    2%	?	0%
COc1ccc(N2CCN(c3oc(/C=C/c4ccccc4OC)nc3C#N)CC2)cc1
    .	?	-10%
C[C@H](CO)N1C[C@H](C)[C@@H](CN(C)S(=O)(=O)c2ccc(F)cc2)Oc2ccc(NS(=O)(=O)c3ccccc3)cc2C1=O
    .	1%	13%
Cc1cc([N+](=O)[O-])cnc1N1CCOCC1
    -4%	-6%	-14%
O=C1CC(NS(=O)(=O)c2cccs2)CN1c1ccc(Cl)cc1 (stereo unspecified)
    -2%	-2%	0%
C=Cc1ccc(CSc2nc(-c3ccccc3C)nc3c2Cc2c(CO)cnc(C)c2O3)cc1
    .	?	-8%
O=C(Nc1nnc(SCC(=O)N2CCCCC2)s1)c1c(F)cccc1F
    1%	6%	-1%
Cc1cc(C)c2c(n1)sc1c(N3CCN(CCO)CC3)ncnc12
    4%	-29%	-14%
O=C1CCc2cc(S(=O)(=O)N3CCN(C(=O)c4ccco4)CC3)ccc2N1
    1%	0%	-2%
Cc1cc(C)cc(N(C(=O)CNC(=O)c2ccco2)C(C(=O)NC2CCCCC2)c2cccnc2)c1 (stereo unspecified)
    -4%	-3%	-1%
COc1ccccc1-c1coc2c(CN3CCN(CCO)CC3)c(O)ccc2c1=O
    .	-6%	-3%
CC(C)C1N(C(=O)N2CCOCC2)CCN1S(=O)(=O)c1ccccc1 (stereo unspecified)
    -13%	-2%	-5%
CC(C)c1ccc(S(=O)(=O)N2CCN(C(=O)c3ccc(N4CCCC4)c([N+](=O)[O-])c3)CC2)cc1
    -3%	16µM*	-2%
Cc1nn(Cc2ccccc2Cl)c2sc(C(=O)NCc3ccc4c(c3)OCO4)cc12
    14%	?	-16%
Cc1cccc(-n2cc(-c3ccccc3)c3c(NC4CCCC4)ncnc32)c1
    .	?	-5%
COc1ccc(CCN=C2SCC(=O)N2Cc2ccccc2)cc1OC
    -9%	-15%	-5%
COc1ccc(NC(=O)COC(=O)c2ccc(S(=O)(=O)N(C)c3ccccc3OC)cc2)cc1
    .	-4%	2%
Cc1onc(-c2ccccc2)c1C(=O)NCc1ccccc1F
    -4%	2%	-7%
O=C(Nc1ccc(Oc2ccsc2C(=O)O)cc1)c1ccccc1
    .	3%	-6%
CCOC(=O)c1c(NC(=O)CN2CCN(C)CC2)sc(C(=O)Nc2ccccc2)c1C
    13%	?	-13%
Cc1cc(CNC(=O)c2cccc3c2C(=O)c2ccc(-c4ccc(F)cc4OCc4ccccc4)cc2S3(=O)=O)c(C(F)(F)F)o1
    .	?	?
CCOC(=O)C1CCN(C(=O)Cn2ncc3c4ccccc4n(C)c3c2=O)CC1
    .	?	-11%
CS(=O)(=O)N(Cc1nc(-c2ccc(F)cc2)no1)c1ccccc1Cl
    1%	18µM*	-5%
O=c1oc2ccccc2n1CCCOc1ccccc1Cl
    .	-20%	-20%
CC(=O)Nc1ccc(SCc2c(C)noc2C)cc1
    -5%	1%	14%
Cn1c(=O)n(C)c2cc(C(=O)O)ccc21
    -5%	12%	-5%
CCSc1ncc(Cl)c(C(=O)Nc2nc3ccc(Cl)cc3s2)n1
    .	-6%	0%
COc1ccc(C2CCCN2C(=S)Nc2ccc(C)cc2C)cc1OC (stereo unspecified)
    8%	-23%	-2%
Cn1c2c(c(=O)n(C)c1=O)C(c1ccc(Br)cc1)Nc1ccccc1O2 (stereo unspecified)
    -4%	-10%	-11%
O=C(NNC(=O)c1cccs1)c1cccnc1
    -13%	-5%	1%
C[C@@H]1CN([C@@H](C)CO)C(=O)c2cc(NS(C)(=O)=O)ccc2O[C@H]1CN(C)Cc1ccc(Oc2ccccc2)cc1
    .	?	10%

# Reprinted at random: six entries already listed
# Each structure is followed by: N370S GC	DT40 TDP1 CPT	FEN1 inhibitor
Cc1nn(Cc2ccccc2Cl)c2sc(C(=O)NCc3ccc4c(c3)OCO4)cc12
    14%	?	-16%
CN1C(=O)OC(C)(C)C1=O
    1%[21.6 µM]	1%[21.1 µM]	.
CCCCN(C(=O)CSc1nncn1-c1ccccc1)c1c(N)n(Cc2ccccc2)c(=O)[nH]c1=O
    -8%	3%	5%
CN(C)c1cc(C(F)(F)F)nc(-c2ccccn2)n1
    7%	-16%	-2%
Cc1cc(C)c2c(n1)sc1c(N3CCN(CCO)CC3)ncnc12
    4%	-29%	-14%
Cc1ccc(/C=N/NC(=O)CNC(=O)c2ccc(S(=O)(=O)N3CCCC3)cc2)o1
    8%	-17%	-8%

# Later entries.
# Each structure is followed by: N370S GC	DT40 TDP1 CPT	FEN1 inhibitor
Cc1nc(C)c(C(=O)N/N=C/c2cc(Br)ccc2O)s1
    -9%	4.6µM*	12%
Cc1ccc2nc(Cl)c3cc(C(=O)N(C)C4CCCCC4)sc3c2c1
    .	-16%	19%
CCN(c1ccccc1)S(=O)(=O)c1ccc2c(c1)CCCN2C(C)=O
    -5%	-27%	-2%
COc1cc(NC(=O)c2cc(OC)c(OC)c(OC)c2)c(OC)cc1NC(=O)CN1CCCCC1
    -8%	?	-13%
[O-][n+]1c2cc(C(F)(F)F)ccc2c2n1CCN=C2c1ccc(Cl)cc1
    ?	-18%	-17%
COc1ccc(-c2noc(CSc3nnc(-c4ccncc4)n3-c3ccc(OC)cc3)n2)cc1
    .	23µM*	7%
O=C(CN1C(=O)c2ccccc2C1=O)NCC(=O)Nc1ccccc1
    .	-10%	-6%
Cn1c(C(=O)c2ccccc2)nc2ccccc21
    -2%	2%	8%
C/C(CCc1ccccc1)=N\NC(=O)COc1ccccc1C
    2%	1%	4%
O=C(NCCSCc1ccccc1Cl)C1CCN(S(=O)(=O)Cc2ccccc2)CC1
    .	5%	-6%

# Assay outcomes: PubChem BioAssay, National Center for Advancing Translational Sciences (NCATS)
